Source: PubChem BioAssay
Lipid storage S3: qHTS Assay for Lipid Storage Modulators in Drosophila S3 Cells | Drosophila S3 cells, BODIPY lipid droplet fluorescence, 18-24 h; cells fed with added oleic acid | Potency in µM for hits, for the others lipid storage change, negative = inhibition, % at the top dose, mostly 46.1 µM | actives 0.64% (n = 320,000) | AID 2685; active = well fitted inhibition curve with a large enough effect in the signal ratio, with a control signal flat, not every such curve was filed as active; inconclusive = small, poorly fitted or top-dose-only effect, or effect the other way, or a change in a side signal; the % refers to the signal ratio
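Laser-scanning cytometry quantifies lipid droplet accumulation (500–530 nm total intensity; droplet/cell object ratio) in oleic acid-fed (400 uM added) Drosophila S3 cells treated with a concentration series. 20 uM Triacsin C defined 100% inhibition.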
Lipid storage S3 cell count max: also measured in Lipid storage S3; calls as there; cell number change, %; measured here: cell count max response;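 cells counted by Cell Tracker Red CMTPX staining in the red channel; peak over a dose series mostly up to 46.1 µM; percent activity relative to internal control wells on each plate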
* = called active by the depositor; i = inactive; ? = inconclusive; . = no result given; [ ] = another dose, or the depositor's remark. % is scaled to controls: 0 for no effect and ±100 for the full control effect; potency is read from the fitted curve at half-maximal effect.

Results follow in this order: Lipid storage S3 | Lipid storage S3 cell count max
CN(C)S(=O)(=O)N1CCC(c2ccc(F)cc2)C(COc2ccc3c(c2)OCO3)C1 (centres undefined)
    0.4% | -25.5
COc1cccc(-c2cc(=O)c3cc(NC(=O)c4ccccc4)ccc3[nH]2)c1
    -4.4% | -2.6
COc1ccc(C(=O)N=c2sc3c(C)ccc(OC)c3n2C)cc1OC
    ? | .
CCC(C)n1c(=O)c(C(=O)Nc2ccccc2S(N)(=O)=O)c(O)c2ccccc21 (centres undefined)
    ? | .
CCc1nc2ccccc2n1CC(O)COc1ccc(NC(C)=O)cc1 (centres undefined)
    -0.3% | -4.6
Cn1nc(C(C)(C)C)c([N+](=O)[O-])c1C(=O)Nc1ccc(Br)cc1
    -10.3% | 4.4
CN1CCN(C(=O)CSc2cc(=O)n(C)c3ccccc23)CC1
    6.7% | -17.5
CC(CN1CCOCC1)OC(=O)c1cccc(Br)c1 (centres undefined)
    ? | .
CCCOc1ccc(-c2c(=O)n(OCc3ccc([N+](=O)[O-])cc3)c3ccccc3[n+]2[O-])cc1
    -4.1% | -24.0
O=S(=O)(NCCC1=CCCCC1)c1cccc(Br)c1
    ? | .
OCC1OC(Oc2c[nH]c3ccccc23)C(O)C(O)C1O (centres undefined)
    -4.7% | -7.8
O=C(Nc1ccn(Cc2ccc(Cl)cc2)n1)c1ccccc1
    ? | .
CCN(CC)C(=O)c1ccccc1NS(=O)(=O)c1ccc(C)cc1
    8.6% | .
COCCNC(=O)CCC1CCN(Cc2cccc(Oc3ccccc3)c2)CC1
    ? | .
Cc1ccc(-c2nn3c(C)nnc3s2)cc1NC(=O)c1cccs1
    ? | .

Whole records from above. Screens in order: Lipid storage S3 | Lipid storage S3 cell count max
Shown for CCCOc1ccc(-c2c(=O)n(OCc3ccc([N+](=O)[O-])cc3)c3ccccc3[n+]2[O-])cc1 = -4.1% | -24.0
Shown for COCCNC(=O)CCC1CCN(Cc2cccc(Oc3ccccc3)c2)CC1 = ? | .
Shown for COc1cccc(-c2cc(=O)c3cc(NC(=O)c4ccccc4)ccc3[nH]2)c1 = -4.4% | -2.6
Shown for Cn1nc(C(C)(C)C)c([N+](=O)[O-])c1C(=O)Nc1ccc(Br)cc1 = -10.3% | 4.4

Back to the main list, repeating the two entries before the break.
Results follow in this order: Lipid storage S3 | Lipid storage S3 cell count max
COCCNC(=O)CCC1CCN(Cc2cccc(Oc3ccccc3)c2)CC1
    ? | .
Cc1ccc(-c2nn3c(C)nnc3s2)cc1NC(=O)c1cccs1
    ? | .
COc1ccc(CCNC(=O)C2CCN(C(=O)c3ccc(F)cc3)CC2)cc1OC
    -7.6% | 21.8
CC1S/C(=N/N=C2CCC(C(C)(C)C)CC2)NC1=O (centres undefined)
    ? | .
Clc1ccc2c(c1)C1OCCC1C(c1ccco1)N2 (centres undefined)
    ? | .
CC(C)CNC(=O)NC(=O)COC(=O)COc1ccc(Cl)cc1Cl
    -10.4% | 7.2
CC(C)(C)n1ncc2c(=O)n(Cc3ccc(Cl)cc3)cnc21
    ? | .
CCCCN(C(=O)CSc1nnc(-c2ccccc2)n1C)c1c(N)n(Cc2ccccc2)c(=O)[nH]c1=O
    -5.6% | -10.0
COc1ccc2sc3ccccc3c(=O)c2c1OC
    -5.6% | 0.5
Cc1cccc(C)c1OCCCCc1c(C)n[nH]c1C
    ? | .
CCc1c(C)nc2c(C#N)c[nH]n2c1=O
    ? | .
O=C(O)/C=C\C(=O)Nc1ccc(Oc2ccccc2)cc1
    -4.5% | 17.8
CCN1CCc2c(sc(NC(=O)c3ccc(S(=O)(=O)N(C)c4ccccc4)cc3)c2C(=O)NC)C1
    ? | .
Cc1cccc2c(C(=O)O)c3c(nc12)CCCCC3
    18.4µM* | -17.0*
COc1ccc(N2CCN(C3CCCN(C(=O)c4cccc(C)n4)C3)CC2)cc1 (centres undefined)
    ? | .
O=C(O)c1cccc(Nc2nc(N3CCOCC3)nc(N3CCOCC3)n2)c1
    ? | .
CC1(C)C(=O)N(c2ccccc2F)C(=O)c2ccccc21
    ? | .
O=C1/C(=N\S(=O)(=O)c2cccs2)C([n+]2cccc(Cc3ccccc3)c2)=C([O-])c2ccccc21
    20.6µM* | -9.1*
CC(=O)c1c(C)[nH]c(C(=O)CSc2nc3ccccc3c(=O)n2CCCO)c1C
    -23.9% | -26.2
Clc1ccc(-c2nn3c(-c4ccccn4)nnc3s2)c(Cl)c1
    16.2% | 1.1
O=C1c2ccccc2-c2onc3ccc(NCc4ccco4)c1c23
    ? | .
c1csc(C2Nc3cccc4cccc(c34)N2)c1
    -12.6% | -1.5
O=C(c1ccc(Cl)cc1)C1CCN(C(=O)NC2CCCCC2)CC1
    -3.2% | .
CN(Cc1nc2ccccc2n1C)S(C)(=O)=O
    i | .
CNC(=O)CCn1nc(-c2ccc(C)cc2)c2ccccc2c1=O
    ? | .
C/C(=N/NS(=O)(=O)c1ccc(C(C)C)cc1)c1ccncc1
    9.6% | 12.7
Cn1cccc1C(=O)OCc1ccc(F)cc1
    i | -2.7
COc1ccc(CN(C)C(=O)COC(=O)c2ccc(-c3ccccc3)cc2)c(OC)c1OC
    i | -4.3
CN1CCN(c2ccc(NC(=O)c3ccc(Oc4ccccc4)cc3)cc2)CC1
    ? | .
Cc1c(CC(C)C)nc(N)c(C#N)c1-c1ccccc1
    ? | .
O=C(COc1ncnc2ccccc12)c1ccc2c(c1)OCCO2
    ? | .
Cn1c(=O)c2c(ncn2CC(=O)N/N=C/c2cn[nH]c2-c2ccc(F)cc2)n(C)c1=O
    i | 24.5
C/C(CCC(C)C)=N\Nc1cc(C)c2ccccc2n1
    ? | .
Cc1c(-c2ccccc2)oc2c(C(=O)N3CCN(c4ccccc4F)CC3)cccc2c1=O
    ? | .
CCn1c(COc2ccc(C)cc2)nnc1SCC(=O)C(C)(C)C
    ? | .
Cc1ccc(S(=O)(=O)C(C#N)c2nc3ccccc3nc2N2CCCC2)cc1C (centres undefined)
    ? | .
NC(=O)c1cccc(-c2noc(-c3ccccc3F)n2)c1
    ? | .
COc1ccc(S(=O)(=O)N2CCC(C(=O)N[C@@H](C)C(=O)NCc3ccncc3)CC2)cc1
    29.9% | .
O=C(CSc1ccccc1)Nc1cccnc1
    i | 6.6
CC(C)(C)c1ccc(COn2ccnc2)cc1
    ? | .
CCNc1nc(Oc2ccc(C#N)cc2)cc(C(F)(F)F)n1
    7.7% | 13.7
COCCSc1nc2c(c(=O)[nH]c(=O)n2C)n1CCC(C)C
    ? | .
c1coc(-c2nnc(-c3cccs3)o2)c1
    i | .
Cc1ccc(S(=O)(=O)NNC(=S)Nc2cccc(C)c2C)cc1
    ? | .
N/C(=N\OC(=O)c1ccc([N+](=O)[O-])cc1Cl)c1ccccn1
    ? | .
O=C(Nc1cccnc1)c1ccc(Cl)cc1[N+](=O)[O-]
    ? | .
C#CCOCCOCCOCCNc1nc(N2CCN(C(=O)CCCCCCCCCCNC(=O)[C@H]([C@@H](C)CC)n3cc(CCCCN=C(N)N)nn3)CC2)nc(N2CCN(C(=O)CCCCCCCCCCNC(=O)[C@H](CO)n3cc(CCCSC)nn3)CC2)n1
    ? | .
C=CCn1c(SCC#N)nc2sc(CC)cc2c1=O
    i | 17.3
Cc1onc(-c2ccccc2Cl)c1C(=O)N1CCC(C(N)=O)CC1
    ? | .
O=C(NC(c1ccccc1)c1ccccc1)C1CCCC1
    ? | .
Cc1csc(SCc2nnc(-c3ccc(Cl)cc3)o2)n1
    ? | .
Cc1ccc(C(=O)Nc2cccc(C(F)(F)F)c2)cc1NC(=O)c1csc(-c2ccncc2)n1
    14.6% | 1.3
O=C(NCc1ccccc1)NCC12CC3CC(CC(C3)C1)C2
    ? | .
COc1cccc(OC)c1NC(=O)Cc1nn(C)c(=O)c2ccccc12
    ? | .
COc1cccc(CNC(=O)c2ccc(NC3=NC4CS(=O)(=O)CC4S3)cc2)c1 (centres undefined)
    ? | .
Nc1ccccc1NC(=O)CCn1c(=S)[nH]c2ccccc2c1=O
    ? | .
NC(=O)c1ccc[n+](CC(=O)OCCC23CC4CC(CC(C4)C2)C3)c1
    ? | .
CCC1(CC)C(=O)NN(c2ccccc2)C1=O
    -1.8% | 2.6
CCOC(=O)C1CCN(C(=O)COc2ccc([N+](=O)[O-])cc2)CC1
    ? | .
CCN(CC)C(=S)SC1=CCS(=O)(=O)C1
    ? | .
NC(=O)c1nsc(C(=O)N(c2cccc(F)c2)C(C(=O)NCC2CCCO2)c2ccc3ncccc3c2)c1N (centres undefined)
    ? | .
O=C(N/N=C/C(Br)=C\c1ccccc1)c1n[nH]c2c1CCC2
    ? | .

Additional structures follow.
Results follow in this order: Lipid storage S3 | Lipid storage S3 cell count max
CCCCn1ccnc1C(=O)c1cc(S(=O)(=O)N2CCOCC2)ccc1C
    ? | .
COc1ccc(CN(CC(=O)NCc2ccc(F)cc2)C(=O)CCC(=O)Nc2cc(C)ccn2)cc1
    23.1µM* | 6.5*
Cc1nn(-c2ccccc2Cl)c(Cl)c1/C=N/Nc1nc2ccccc2s1
    i | .
O=C(COc1ccccc1)NCC(c1ccco1)N1CCN(c2ccccc2F)CC1 (centres undefined)
    ? | .
O=C(Nc1ccc(S(=O)(=O)N2CCOCC2)cc1)c1ccc(S(=O)(=O)N2CCOCC2)cc1
    i | 7.7
O=C(NCc1ccccc1)C(c1cccnc1)N(C(=O)c1ccccn1)c1ccccc1F (centres undefined)
    3.7% | 25.0
CCc1c(C(=O)N2CCOCC2)csc1C
    ? | .
COc1ccc(Nc2nc3ccccc3n2C)cc1
    -2.5% | 4.9
CCCOc1ccc(-c2nc(C#N)c(N3CCC(C(N)=O)CC3)o2)cc1
    ? | .
COc1ccccc1-c1cc2nc(C)c(CCC(=O)NC(C)CCc3ccco3)c(C)n2n1 (centres undefined)
    ? | .
CN(CC(=O)Nc1cccc(F)c1)CC(=O)Nc1cccc(S(N)(=O)=O)c1
    i | 17.4
Cc1cc(/C=C2\Cc3ccccc3C2=O)c(C)n1-c1ccccc1
    ? | .
CCC(=O)Nc1ccc(C(=O)c2ccccc2)cc1
    15.9% | -11.3
CC1=CC(=C2C(=O)c3ccccc3C2=O)C=C(C)N1Cc1ccco1
    ? | .
CN(C)S(=O)(=O)c1ccc(Cl)c(C(=O)NNC(=O)c2ccc3c(c2)OCO3)c1
    4.7% | -3.3
Cc1ccccc1NC(=O)CCNS(=O)(=O)c1ccc2c(c1)CCC(=O)N2
    i | 13.4
O=c1[nH]c2ccccc2n1C1CCCCC1
    i | .
CCCSc1nc2c(c(=O)[nH]c(=O)n2C)n1CC(O)COc1ccccc1 (centres undefined)
    7.9% | 16.8
CS(=O)(=O)c1cccc(C(=O)Nc2nnc(C3=COCCO3)o2)c1
    ? | .
O=C(NCCCn1ccnc1)c1cn(Cc2ccc(F)cc2)nn1
    ? | .
CC1=Nc2ccccc2N=C(NC(=O)CSc2nnnn2-c2ccccc2)C1c1ccccc1 (centres undefined)
    ? | .
CCOCCn1ccc2c(OCC(=O)Nc3ccccc3F)cccc2c1=O
    ? | .
COc1ccc(N(C)C(=O)c2ccc(NC(=O)CCS(=O)(=O)c3cccs3)cc2)cc1
    ? | .
Cc1nc2ccc(NC(=O)c3nn(CC(C)C)c(=O)c4ccccc34)cc2s1
    14.3% | 3.9
COc1c(F)c(F)c(C(=O)O)c(Nc2ccc(C)cc2)c1F
    -10.8% | -5.7
Cc1ccc(S(=O)(=O)N2CCN(C(=S)NCc3ccc4c(c3)OCO4)CC2)cc1
    8.2% | -0.5
COc1ccc(CCNC(=O)CCc2ccc(S(=O)(=O)NC(C)C)cc2)cc1
    ? | .
CC(Sc1nnc(-c2cccnc2)n1N)C(=O)NCCC1=CCCCC1 (centres undefined)
    ? | .
CCCCOc1cccc(C(=O)Nc2ccc(N3CCN(CC)CC3)cc2)c1
    ? | .
COc1cc2nc(CN3CCN(S(=O)(=O)c4c(F)cccc4F)CC3)[nH]c(=O)c2cc1OC
    12.2% | -7.0
Fc1ccc(Nc2ccc3ccccc3n2)c(F)c1
    ? | .
CCn1c(SCC(=O)C(C)(C)C)nnc1-c1cccnc1
    15.2% | 2.4
CCN(CC)CCn1c(-c2ccc(C)cc2)nc(=S)c2c1CC(C)(C)OC2
    -3.2% | 0.9
Cc1ccc2c(c1)C1CN(C)CCC1N2C(=O)c1cccc(S(=O)(=O)N(C)C)c1 (centres undefined)
    ? | .
NS(=O)(=O)c1ccc(CCNC(=O)CSc2ncnc3ccccc23)cc1
    7.4% | 13.1
O=C(/C=C/c1ccc(N2CCCCC2)c([N+](=O)[O-])c1)c1ccc(O)cc1
    ? | .
CCCc1cc(=O)oc2cc(C)cc(OC(C)C(=O)NCC3CCC(C(=O)O)CC3)c12 (centres undefined)
    26.3% | 10.7
Cc1ccc(C(=O)OCC(=O)NCCNC(=O)COC(=O)c2ccc(C)o2)o1
    i[0.0737 µM] | 26.3
O=[N+]([O-])c1ccc(CNc2cccc(Cl)c2)s1
    ? | .
CC(C)Sc1ccccc1C(=O)Nc1ccc2c(c1)n(C)c(=O)n2C
    ? | .

Only part of the results is shown (hit frequency here may not be typical).
